# p53null 39C tox: kills p53 null cells at the nonpermissive temperature; Potency, µM (top dose mostly 46.1 µM), inactives show at the highest dose activity, negative = cell killing, hits mostly cytotoxic; actives 0.97% (n = 55,000); AID 904; H1299 p53-null (neo) cells, 39C, ATPlite viability, 24 h;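 further: potency means the concentration at half of the fitted maximal effect; 0% = DMSO only and -100% = full killing by 100 µM tamoxifen; nearly all actives have a fitted effect of over 50% in size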
#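 Luminescent ATP signal reported cell survival after H1299 lines (neo, p53 null; or p53 A138V) received up to 46 uM compound and 24 hr incubation at 39C.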
# TSG101-PTAP inh: blocks PTAP binding to human TSG101, validation; 44,000 tested, under 10 active; Q99816; Potency, µM (top dose mostly 115 µM), for inactives: at the top dose activity change, negative = inhibition, usual class: inhibitors; Fluorescence polarization, FITC-PTAP peptide/Tsg101, 20 min; further: potency means the concentration at half of the fitted maximal effect; 0% is about no effect
#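 The Tsg101 binding domain, at 10 uM final, is mixed with compound and a FITC peptide bearing the PTAP motif (50 nM final). After 20 min at r.t., polarization is measured; actives defined by CRC class, efficacy cut-off 60% inhibition.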
# p53null 32C tox: p53 null cell cytotoxicity, permissive temperature; actives 0.62% (n = 55,000); Potency, µM (series often up to 46.1 µM), inactives show top-dose activity change, negative = cytotoxicity, most hits filed as cytotoxic; H1299-neo p53 null cells, ATP luminescence, 24 h, 32C;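 further: potency means the concentration at half of the fitted maximal effect; 0% = DMSO only and -100% = full killing by 100 µM tamoxifen; nearly all actives have a fitted effect of over 55% in size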
#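 H1299-neo (p53 null) cells, 600/well, treated 24 h at 32C with compound up to 46 uM; ATPlite luminescence viability, normalized to DMSO and 100 uM tamoxifen; AC50 by Hill fit.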
# FH mod: Identification of activators of human fumarate hydratase by quantitative high-throughput screening; Fumarate hydratase, mitochondrial (Homo sapiens), P07954; FH coupled MDH/diaphorase resazurin fluorescence, 15 min; Potency, µM (top dose mostly 79.9 µM), for the others: at the top dose activity change, negative = inhibition, most hits filed as inhibitors; actives 0.22% (n = 54,000); AID 1347055, 2019; further: potency means the concentration at half of the fitted maximal effect; on the % scale 0 is the no-effect control and ±100 the full control effect; the screen sought activators but most active calls are inhibition curves; nearly all actives have a fitted effect of over 45% in size
# NTMT1 inh: NTMT1 methyltransferase inhibition. Q9BV86. actives 2.5% (n = 59,000). Potency, µM (doses to about 114 µM), for inactives: top-dose activity change, negative = inhibition, hits mostly inhibitors. AID 1645870. NTMT1 MTase-Glo SAH luminescence, purified enzyme;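 further: potency means the concentration at half of the fitted maximal effect; plate controls were DMSO vehicle for no effect and no enzyme for full effect; nearly all actives have a fitted effect of over 65% in size; many of its hits are not listed in these tables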
# Target sequence (Q9BV86 whole entry, looked up): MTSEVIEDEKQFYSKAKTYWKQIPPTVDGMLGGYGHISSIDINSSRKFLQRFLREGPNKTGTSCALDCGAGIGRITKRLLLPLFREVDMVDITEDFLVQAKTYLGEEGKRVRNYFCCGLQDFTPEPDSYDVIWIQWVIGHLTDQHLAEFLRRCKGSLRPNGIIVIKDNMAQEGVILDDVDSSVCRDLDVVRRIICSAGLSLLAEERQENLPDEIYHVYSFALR
# B2AR arrestin ag: beta-arrestin recruitment by human beta2-adrenergic receptor ligands | AID 1347077 | Potency, µM (series often up to 46.1 µM), for the others: at the highest dose activation, hits mostly activators | P07550 | 44,000 tested, under 10 active | HTLA Tango cells, beta-arrestin recruitment, luciferase luminescence, 18 h;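 further: potency means the concentration at half of the fitted maximal effect; 0% = DMSO and full agonism = EC100 isoproterenol or metaproterenol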
# Target sequence (P07550 whole entry, looked up): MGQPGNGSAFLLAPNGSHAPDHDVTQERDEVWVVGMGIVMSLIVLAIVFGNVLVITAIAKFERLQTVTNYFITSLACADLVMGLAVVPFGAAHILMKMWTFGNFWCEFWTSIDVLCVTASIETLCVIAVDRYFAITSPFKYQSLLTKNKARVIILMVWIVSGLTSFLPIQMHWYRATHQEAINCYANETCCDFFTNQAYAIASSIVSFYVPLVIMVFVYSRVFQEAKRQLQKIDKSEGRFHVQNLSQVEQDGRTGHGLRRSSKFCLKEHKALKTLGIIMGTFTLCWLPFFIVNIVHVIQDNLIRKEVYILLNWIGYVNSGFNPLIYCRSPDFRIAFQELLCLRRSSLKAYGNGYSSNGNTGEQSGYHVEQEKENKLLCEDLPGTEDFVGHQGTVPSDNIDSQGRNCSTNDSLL
#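 First, Tango cells carrying beta2-AR and beta-arrestin fusions received compound up to 46 microM. After 18 hr at 37 degrees C, luciferase substrate was added for 15 minutes, then luminescence gave %Activity for curve fitting.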
# GALK inh: GALK (human) enzyme inhibition; 44,000 tested, under 10 active; Potency, µM (series often up to 57.5 µM), inactives show at the highest dose activity, negative = inhibition, usual class: inhibitors; P51570; AID 1347072; recombinant GALK, Kinase-Glo ATP luminescence, 1 h;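 further: plate controls were full GALK reaction for no effect and reaction lacking GALK for full effect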
# Target sequence (P51570 whole entry, looked up): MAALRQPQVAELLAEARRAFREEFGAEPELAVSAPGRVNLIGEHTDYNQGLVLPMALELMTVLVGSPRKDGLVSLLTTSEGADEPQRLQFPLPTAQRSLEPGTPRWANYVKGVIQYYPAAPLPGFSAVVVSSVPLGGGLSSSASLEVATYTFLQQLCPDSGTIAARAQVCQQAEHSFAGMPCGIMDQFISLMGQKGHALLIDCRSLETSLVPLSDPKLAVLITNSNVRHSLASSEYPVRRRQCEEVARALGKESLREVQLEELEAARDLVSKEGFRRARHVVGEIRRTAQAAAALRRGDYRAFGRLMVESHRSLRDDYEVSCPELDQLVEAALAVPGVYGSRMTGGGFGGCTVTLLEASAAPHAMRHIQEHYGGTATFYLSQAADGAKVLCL
#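 Reactions with and without enzyme served as controls. GALK at 5 nM phosphorylates 100 uM galactose using 35 uM ATP (HEPES pH 8.0, Mg2+) for 1 h at RT, with luminescence read 10 min after adding Kinase-Glo Plus.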
# The depositor's hits bear a star; ? = inconclusive; nt = not tested or not shown; [ ] = remark or other dose. The call rests on the fitted dose curve; in most records, active means well fitted curve in the direction sought with a large enough effect; inconclusive means small, poorly fitted or top-dose-only effect, or another doubt; inactive means no such curve, though single readings can be large; an effect the other way counts as inactive or inconclusive. The list is partial; rates above refer to the full screens.
[1] Cc1cc(N2CCCCC2)nc2ccc(NC(=O)c3ccc(F)cc3)cc12
[2] CC1=C(C(=O)Nc2ccccc2C)C(c2ccncc2)n2nc(SCc3ccccc3)nc2N1 (configuration not stated)
[3] CCOc1ccccc1NC(=O)CSc1cn(CC(=O)N2CCCCCC2)c2ccccc12
[4] CC1=C(C(=O)Nc2ccc(C)cc2C)C(c2ccccc2C)n2ncnc2N1 (configuration not stated)
[5] CCn1c(CN2CCOCC2)nc2cc(NC(=O)c3ccc([N+](=O)[O-])cc3)ccc21
[6] COc1ccccc1NC(=O)Cn1c(=O)oc2cc(S(=O)(=O)NCc3ccccc3)ccc21
[7] COCc1cc(C)nc2c1C(=O)NC(c1ccc(Br)cc1)N2Cc1ccccc1 (configuration not stated)
[8] Cc1ccc(NC(=O)C2CCCN(S(=O)(=O)c3ccc(F)cc3)C2)cc1 (configuration not stated)
[9] CCCCNC(=O)c1cc(-c2ccc(OC)cc2)nc2n[nH]c(-c3cccc([N+](=O)[O-])c3)c12
[10] COc1ccc(C(=O)Nc2nc(-c3nnn(-c4ccc(F)cc4F)c3C)ns2)cc1
assay / entry	1	2	3	4	5	6	7	8	9	10
p53null 39C tox	nt	2%	-22%	2%	7%	0%	4%	-16%	15%	-30%
TSG101-PTAP inh	-2%	-7%	-2%	-4%	-6%	-1%	-6%	-2%	0%	2%
p53null 32C tox	nt	1%	2%	-3%	-8%	-4%	6%	3%	1%	-10%
FH mod	?	-1%	?	7%	4%	-17%	-9%	0%	6%	5%
NTMT1 inh	1%	3%	-26%	-12%	3%	6%	-8%	9%	5%	-2%
B2AR arrestin ag	-2%	0%	0%	-1%	-4%	-2%	-2%	0%	-3%	0%
GALK inh	1%	6%	0%	-2%	1%	4%	-4%	0%	2%	-1%

[11] COc1cccc(C(=O)Nc2nc3c(s2)CCCC3)c1
[12] COc1ccccc1CNC(=O)CCc1c(C)c2ccc(OC)c(C)c2oc1=O
[13] O=C(c1ccc(F)cc1)N1c2ncnn2C2(CCCCC2)[C@@H]2CCCC[C@@H]21
[14] COC(=O)CCNC(=O)NC(CCC(C)C)c1c(-n2cccc2)sc2c1CCN(C)C2 (configuration not stated)
[15] O=C(Nc1cccc(-c2nc3cc(Cl)ccc3o2)c1)c1ccc(F)cc1
[16] Cc1c(C(=O)N(C)C)sc2c1c(=O)n(-c1ccc(Cl)cc1)c(=O)n2Cc1ccccc1F
[17] CCOC(=O)c1cc(-c2ccccc2)n(CCC(=O)Nc2nc3c(C)cccc3s2)c1C
[18] Cc1cc(C)c2c(n1)SCC(=O)N2CC(=O)Nc1c(C)cccc1C
[19] O=C(CC1N=C2c3ccccc3N=C(SCc3ccc(F)cc3)N2C1=O)NCc1cccs1 (configuration not stated)
[20] O=C1CN(C(=O)c2ccc(S(=O)(=O)N3CCCC3)cc2)C(c2ccc(F)cc2)c2cc(Br)ccc2N1 (configuration not stated)
assay / entry	11	12	13	14	15	16	17	18	19	20
p53null 39C tox	5µM*	18%	-12%	3%	-15%	7%	-5%	5%	14%	1%
TSG101-PTAP inh	0%	-4%	-2%	4%	9%	0%	0%	-1%	7%	0%
p53null 32C tox	13µM*	-10%	-10%	-3%	0%	-7%	-2%	-2%	9%	11%
FH mod	-31%	nt	-6%	-19%	-2%	5%	?	-3%	-19%	-33%
NTMT1 inh	40µM*	nt	-4%	-6%	-5%	-2%	-3%	-10%	6%	-6%
B2AR arrestin ag	-4%	0%	-5%	3%	0%	-1%	-2%	-3%	11%	1%
GALK inh	2%	-11%	0%	1%	2%	1%	2%	5%	-1%	7%

# Compounds above that have a thiophene ring, fused or not, in the order listed:
[14] COC(=O)CCNC(=O)NC(CCC(C)C)c1c(-n2cccc2)sc2c1CCN(C)C2 (configuration not stated)
[16] Cc1c(C(=O)N(C)C)sc2c1c(=O)n(-c1ccc(Cl)cc1)c(=O)n2Cc1ccccc1F
[19] O=C(CC1N=C2c3ccccc3N=C(SCc3ccc(F)cc3)N2C1=O)NCc1cccs1 (configuration not stated)
assay / entry	14	16	19
p53null 39C tox	3%	7%	14%
TSG101-PTAP inh	4%	0%	7%
p53null 32C tox	-3%	-7%	9%
FH mod	-19%	5%	-19%
NTMT1 inh	-6%	-2%	6%
B2AR arrestin ag	3%	-1%	11%
GALK inh	1%	1%	-1%

# (list continues)
[21] Cc1ccc(NC(=O)CSc2nc3ccccc3c3nc(CCn4cncc4C)nn23)cc1F
[22] CC(=O)N1CCc2cc(S(=O)(=O)NC(CC(C)C)C(=O)NCCc3ccccc3)ccc21 (configuration not stated)
[23] CCOC(=O)c1scc(-c2ccccc2)c1S(=O)(=O)Nc1ccc(N(C)C)cc1
[24] COc1cc(C)ccc1OCCSc1nc2ccc(NC(=O)c3ccc(C)cc3)cc2s1
[25] COc1ccc(Br)cc1C1CC(=O)Nc2c1c(C)nn2-c1nc(C)cc(C)n1 (configuration not stated)
[26] COC(=O)c1ccccc1NC(=O)Nc1nnc(N2CCC(C)CC2)s1
[27] COc1ccc(CC(=O)Nc2ccc3nc(Nc4cccc(Cl)c4)cc(C)c3c2)cc1
[28] CCOc1cc(C2NC(=O)c3c(sc4c3CCN(C)C4)N2)ccc1OC(=O)c1ccc(F)cc1 (configuration not stated)
[29] CC1=C(C(=O)Nc2cc(Cl)ccc2C)C(c2ccccc2F)n2ncnc2N1 (configuration not stated)
[30] CCOc1ccc(CNC(=O)Cn2c(=O)c3cccn3c3ccc(F)cc32)cc1OC
assay / entry	21	22	23	24	25	26	27	28	29	30
p53null 39C tox	-4%	13%	20%	-17%	30%[activator]	3%	-12%	29%	-23%	37%[activator]
TSG101-PTAP inh	0%	1%	-1%	-2%	-3%	-1%	0%	1%	-1%	-1%
p53null 32C tox	-2%	5%	9%	-11%	4%	-8%	1%	-2%	0%	0%
FH mod	-12%	-2%	-15%	-4%	6%	1%	?	-11%	2%	-8%
NTMT1 inh	11%	-11%	-9%	-7%	2%	0%	20%	-8%	0%	-10%
B2AR arrestin ag	-1%	0%	-1%	-3%	-3%	-3%	-1%	1%	-1%	0%
GALK inh	2%	9%	1%	8%	-5%	-1%	0%	0%	-4%	0%

# Another view of 2 compounds above:
24: COc1cc(C)ccc1OCCSc1nc2ccc(NC(=O)c3ccc(C)cc3)cc2s1
  p53null 39C tox: -17%; TSG101-PTAP inh: -2%; p53null 32C tox: -11%; FH mod: -4%; NTMT1 inh: -7%; B2AR arrestin ag: -3%; GALK inh: 8%

25: COc1ccc(Br)cc1C1CC(=O)Nc2c1c(C)nn2-c1nc(C)cc(C)n1 (configuration not stated)
  p53null 39C tox: 30%[activator]; TSG101-PTAP inh: -3%; p53null 32C tox: 4%; FH mod: 6%; NTMT1 inh: 2%; B2AR arrestin ag: -3%; GALK inh: -5%

# (listing goes on)
[31] CC(=O)c1ccc(N2CCN(c3ncnc4c3c(-c3ccccc3)cn4-c3ccc(Cl)cc3)CC2)cc1
[32] CCCOc1cccc(C(=O)N(Cc2cc(OC)c(OC)c(OC)c2)C2CCS(=O)(=O)C2)c1 (configuration not stated)
[33] CCc1ccc(NC(=O)CSc2nccn2C2CCCC2)cc1
[34] COc1cc(NC(=O)CCS(=O)(=O)c2ccc3c(c2)n(C)c(=O)c(=O)n3C)cc(OC)c1
[35] CCOc1ccccc1C(=O)Oc1c(Sc2ccccc2)c(C)nn1C(C)(C)C
[36] CCOC(=O)c1c(NC(=O)c2cc3ccccc3c(=O)o2)sc2c1CCCC2
[37] CCOC(=O)c1ccc(N2CCN(c3ccc(F)cc3)CC2)c(NC(=O)Nc2cccc(OC)c2)c1
[38] CCOc1ccc(CC(=O)Nc2nnc3n2CCS3)cc1
[39] CCOC(=O)c1cc(-c2ccc(OC)cc2)n(CCC(=O)NCc2ccccc2OC)c1C
[40] COc1ccc(C)cc1-n1nnc(S(=O)(=O)c2ccc(C)cc2)c1C
assay / entry	31	32	33	34	35	36	37	38	39	40
p53null 39C tox	-1%	0%	8%	-14%	8%	10%	-19%	13%	34%[activator]	13%
TSG101-PTAP inh	0%	-6%	-8%	0%	-6%	-1%	1%	-4%	1%	-1%
p53null 32C tox	-1%	5%	-13%	-6%	-3%	1%	10%	4%	22%	10%
FH mod	0%	1%	-14%	-22%	-5%	6%	nt	16%	-14%	-2%
NTMT1 inh	13%	-4%	2%	6%	-4%	0%	nt	15%	10%	20%
B2AR arrestin ag	0%	0%	-1%	-3%	-2%	-2%	1%	1%	-1%	-2%
GALK inh	1%	0%	0%	-7%	0%	3%	0%	1%	0%	-2%

[41] CCC1CN(C(=O)N2CCC(C(=O)NCCCc3ccccc3)CC2)c2ccccc2O1 (configuration not stated)
[42] CCOc1cc2[nH]c(=O)n(CCCC(=O)NCc3ccc(OC)cc3)c(=O)c2cc1OCC
[43] Cc1ccc(CCNC(=O)c2cc3c(-c4ccccc4F)nn(C)c3s2)cc1
[44] Cc1ccc(-n2ncc(C(=O)NCc3ccccn3)c2C2CCN(C(=O)OC(C)(C)C)CC2)c(C)c1
[45] CCOc1ccc(C2=C(C(=O)CC)Sc3nncn3N2C(=O)CC)cc1
[46] Cc1ccc(CNC(=O)c2c(O)nc3cc(C)ccn3c2=O)cc1
[47] Cc1cccc(NC(=O)CN2C(=O)CCn3nc(-c4cccn4C)cc32)c1C
[48] O=C(CSCc1ccccc1Cl)N1CCN(c2ccc(Cl)cc2)CC1
[49] COc1ccccc1CNC(=O)Cn1ncn2c(cc3sccc32)c1=O
[50] Cc1cccc(C)c1OCCn1c(C2CC(=O)N(c3cccc(Cl)c3)C2)nc2ccccc21 (configuration not stated)
assay / entry	41	42	43	44	45	46	47	48	49	50
p53null 39C tox	98%[activator]	7%	-2%	-8%	?	-3%	-3%	-13%	-3%	11%
TSG101-PTAP inh	-11%	1%	2%	-1%	-1%	0%	2%	-2%	3%	-3%
p53null 32C tox	46%[activator]	-6%	-6%	9%	13µM*	1%	-3%	0%	9%	15%
FH mod	?	-16%	?	-1%	2%	2%	-14%	-25%	3%	-22%
NTMT1 inh	4%	4%	-1%	6%	?	1%	11%	3%	-6%	22%
B2AR arrestin ag	0%	-3%	0%	0%	-3%	0%	-1%	-1%	0%	-3%
GALK inh	3%	-1%	-1%	2%	-1%	1%	1%	-4%	-9%	-2%

[51] COc1ccc(S(=O)(=O)n2nc(C)c(S(=O)(=O)N3CCCCCC3)c2C)cc1C
[52] O=C(NCCCN1CCN(c2ccccc2F)CC1)c1ccc2nc(N3CCCCC3)sc2c1
[53] COc1ccc(OC)c(CNC(=O)Nc2cn(CC(C)C)c(=O)c3ccccc23)c1
[54] CCCSc1nc2sc3c(c2c(=O)n1-c1cccc(Br)c1)CC(C)(C)OC3
assay / entry	51	52	53	54
p53null 39C tox	-21%	-15%	-11%	16%
TSG101-PTAP inh	-6%	-2%	-2%	-4%
p53null 32C tox	-6%	5%	0%	2%
FH mod	5%	-10%	32µM*[activator]	-6%
NTMT1 inh	20%	?	-1%	5%
B2AR arrestin ag	0%	-1%	0%	1%
GALK inh	1%	?	-2%	1%

# Compound activity: PubChem, National Center for Advancing Translational Sciences (NCATS)
